TNAP inh hiacc: TNAP (human) inhibition, high acceptor; P05186; purified TNAP, CDP-star luminescence, 1 M DEA; actives 0.03% (n = 200,000); AID 1135; inhibition, % at 20 µM;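 active means over 50% inhibition of tissue-nonspecific alkaline phosphatase at 20 µM in the single-dose screen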;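 further: plate controls were DMSO wells for no effect and EDTA-quenched wells as full inhibition for full effect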
Target sequence (P05186 whole entry, looked up): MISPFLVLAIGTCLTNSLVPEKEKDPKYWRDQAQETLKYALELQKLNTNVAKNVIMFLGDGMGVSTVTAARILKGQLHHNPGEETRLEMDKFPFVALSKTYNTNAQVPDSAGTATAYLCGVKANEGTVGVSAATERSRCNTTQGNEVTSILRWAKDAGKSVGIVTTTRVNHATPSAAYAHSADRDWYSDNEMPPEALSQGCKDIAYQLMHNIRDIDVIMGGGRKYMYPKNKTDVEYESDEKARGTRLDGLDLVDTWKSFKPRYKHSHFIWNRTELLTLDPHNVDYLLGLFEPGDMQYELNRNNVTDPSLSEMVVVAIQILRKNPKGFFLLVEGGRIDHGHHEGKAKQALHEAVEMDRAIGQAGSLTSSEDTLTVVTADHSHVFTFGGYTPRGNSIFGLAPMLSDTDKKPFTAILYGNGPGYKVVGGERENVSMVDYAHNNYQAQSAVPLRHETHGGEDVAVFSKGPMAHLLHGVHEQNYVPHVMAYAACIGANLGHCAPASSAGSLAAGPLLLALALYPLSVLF
TNAP act hi DEA: increases human TNAP activity under high phosphate acceptor concentration; purified TNAP, CDP-star luminescence, 1 M DEA, 30 min; hits give high values; 0 = EDTA background, 1 = DMSO-only activity; activation factor at 20 µM; 200,000 tested, under 10 active;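 active means activation factor at least 2 at 20 µM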
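Dosing: 20 µM single point. System: human TNAP. Amount: TNAP 1/800 final. Incubation: 30 min, room temperature. Read-out: TNAP activation factor scaled between EDTA and DMSO control wells. Signal: luminescence from CDP-star hydrolysis. Medium: 1 M DEA, pH 9.8, Mg2+, Zn2+. Control set: EDTA negative control, DMSO positive control.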
PMI act: activators of human phosphomannose isomerase | purified human PMI, coupled resazurin fluorescence, 20 min; hits give high values; 1 = vehicle control, 0 substrate-free wells | activation factor at 20 µM | actives 0.005% (n = 190,000);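 active means activation factor of 2 or more at 20 µM, relative to plate controls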
Target sequence (P34949 whole entry, looked up): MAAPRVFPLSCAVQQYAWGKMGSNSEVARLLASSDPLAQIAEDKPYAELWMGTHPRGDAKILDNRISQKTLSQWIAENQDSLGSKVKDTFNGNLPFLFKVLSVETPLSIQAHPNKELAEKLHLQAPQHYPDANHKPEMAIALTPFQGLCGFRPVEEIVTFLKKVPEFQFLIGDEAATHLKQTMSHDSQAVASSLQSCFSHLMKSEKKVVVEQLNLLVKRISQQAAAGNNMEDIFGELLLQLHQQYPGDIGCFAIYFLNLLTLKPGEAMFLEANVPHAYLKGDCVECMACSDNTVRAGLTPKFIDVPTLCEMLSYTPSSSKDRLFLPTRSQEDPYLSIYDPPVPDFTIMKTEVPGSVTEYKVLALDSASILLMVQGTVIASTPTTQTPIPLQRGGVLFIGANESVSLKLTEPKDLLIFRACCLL
bIAP inhibitor: intestinal alkaline phosphatase (bovine) inhibition; purified bovine IAP, CDP-star luminescence, 30 min; inhibition, % at 20 µM; 190,000 tested, under 10 active;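 active means over 50% inhibition of intestinal alkaline phosphatase at 20 µM in the single-dose screen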
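System: purified bovine intestinal alkaline phosphatase (IAP) enzyme; Input: IAP diluted 1/65,000,000 in the well; Measured by: CDP-star luminescence signal; Compound dosing: 20 µM single dose; Incubation: 30 min reaction at room temperature.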
Diaph act CS: diaphorase activation or chemical reduction counter-screen. Diaphorase/resazurin coupled assay, resorufin fluorescence, 16 min; hits give high values; 1 = vehicle wells, 0 = NADH-free wells. activation factor at 20 µM. actives 0.005% (n = 190,000);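 active means diaphorase activity raised at least twofold by the compound at 20 µM; inactive means activation factor below 2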
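Material: Purified diaphorase enzyme from Clostridium kluyveri | Buffer or medium: 50 mM HEPES pH 7.4 with 4.542 mM MgCl2, 0.005% Tween 20 | Times: 16 min enzyme reaction, ambient temperature | Signal: Red resorufin fluorescence at 544/590 nm excitation/emission | Measure: Increased resorufin signal from activators or reducing compounds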
PMI act hi M6P: PMI (human) activation, high substrate; actives 0.34% (n = 190,000); coupled PMI enzyme assay, resazurin fluorescence, 20 min; hits give high values; 1 = untreated enzyme, 0 = substrate-free blank; P34949; activation factor at 20 µM; AID 1216;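 active means activation factor of 2 or more at 20 µM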
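Test system – human PMI in coupled enzyme assay · Timing – 20 min incubation at room temperature · Detection – Diaphorase-driven resazurin-to-resorufin fluorescence, excitation 544, emission 590 nm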
Lmaj promast: reduces viability of Leishmania major promastigotes; inhibition, % at 10 µM; actives 9% (n = 200,000); resazurin fluorescence viability; AID 1063; in the data active means inhibition above about 50%;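 further: promastigotes grown with compound for 44 hours at 28 °C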
Diaphorase inh: diaphorase inhibition or chemical oxidation counter-screen. diaphorase resazurin-to-resorufin fluorescence, NADH, 16 min; bacterial (C. kluyveri) enzyme, not human. inhibition, % at 20 µM. actives 0.69% (n = 190,000). AID 1217;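 active means primary screen inhibition at 20 µM above a set limit, cut at about 50% in these data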;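 further: plate controls were DMSO with full reaction for no effect and wells lacking NADH for full effect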
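Detection: fluorescence of resorufin formed from resazurin, Ex 544/Em 590 nm; test system: Clostridium kluyveri diaphorase enzyme; amount: 0.14 U/mL diaphorase, enzyme working solution; times: 16-min room-temperature incubation before reading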
bIAP activator: intestinal alkaline phosphatase (bovine) activation; activation factor at 20 µM; actives 0.17% (n = 200,000); AID 1016; purified bovine IAP, CDP-star luminescence, 30 min; hits give high values; fold of DMSO-control signal, blank-subtracted;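 active means activation factor of 2 or more at 20 µM, a signal rise over negative controls twice the positive control's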
TNAP inh noacc: blocks human TNAP activity with no phosphate acceptor present; actives 0.26% (n = 200,000); AID 1012; P05186; purified TNAP, CDP-star luminescence, 30 min; inhibition, % at 20 µM;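 active means tissue-nonspecific alkaline phosphatase inhibition above about 50% at 20 µM in the single-dose screen, limit read from the data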;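 further: 0% = DMSO negative control and 100% = EDTA positive control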
* hit, by the source's call.

Key to letters: A = TNAP inh hiacc; B = TNAP act hi DEA; C = PMI act; D = bIAP inhibitor; E = Diaph act CS; F = PMI act hi M6P; G = Lmaj promast; H = Diaphorase inh; I = bIAP activator; J = TNAP inh noacc
1. CC(Oc1ccc(Cl)cc1Cl)C(=O)NCCCN(C)C (centres undefined)
  A: -8.9	B: 1.1	C: 1.1	D: 0.5	E: 1	F: 1.1	G: 2.9	H: 2.3	I: 1	J: -15.0
2. C=CCN1C(=O)S/C(=C\c2ccc(N3CCOCC3)cc2C)C1=O
  A: -1.8	B: 1	C: 0.8	D: 3.7	E: 0.8	F: 0.9	G: 1.7	H: 18.0	I: 1	J: -2.2
3. COC(=O)c1ccc(S(=O)(=O)N2CCCC2)o1
  A: -7.7	B: 1.1	C: 0.9	D: 9.7	E: 0.9	F: 1	G: -10.1	H: 8.9	I: 0.9	J: -16.2
4. O=c1c2sc3nc(N4CCOCC4)c4c(c3c2ncn1-c1ccccc1)CCCC4
  A: -4.4	B: 1	C: 1.1	D: -0.4	E: 1	F: 1.1	G: 40.4	H: 2.6	I: 1	J: 4.7
5. CCOC(=O)c1c(NC(=O)CSc2nnc3ccccn23)sc2c1CCC2
  A: -4.1	B: 1	C: 1	D: -1.1	E: 0.7	F: 1	G: 8.9	H: 30.4	I: 1	J: -5.3
6. Cc1ccc(C(=O)C(C)Sc2nnc(N)s2)cc1 (centres undefined)
  A: -5.4	B: 1.1	C: 1	D: 6.8	E: 0.9	F: 1	G: 2.5	H: 9.8	I: 0.9	J: -16.6
7. COC(=O)c1ccccc1NC(=O)c1cc([N+](=O)[O-])nn1Cc1ccccc1
  A: 0.9	B: 1	C: 0.9	D: 10.5	E: 0.9	F: 1	G: -0.2	H: 7.1	I: 0.9	J: -16.3
8. OCCC1CN(Cc2ccccn2)CCN1C1CCCC1 (centres undefined)
  A: -4.2	B: 1	C: 0.9	D: -10.6	E: 0.9	F: 0.9	G: -3.9	H: 9.4	I: 1.1	J: -7.2
9. Cc1cc(Cl)c(S(=O)(=O)N2CCCCCC2)cc1OCC(=O)NC1CCCCC1
  A: -8.5	B: 1.1	C: 0.9	D: -20.9	E: 0.9	F: 0.9	G: 96.0*	H: 14.2	I: 1.2	J: -10.9
10. CCCc1nc2sc3ccccc3c(=O)c2c(=O)n1Cc1ccco1
  A: 0.0	B: 1	C: 1.1	D: 8.1	E: 0.9	F: 1.3	G: 11.4	H: 8.8	I: 0.9	J: -6.1
11. COc1cccc(-c2nnc(NC(=O)c3ccc4ncsc4c3)o2)c1
  A: -5.7	B: 1.1	C: 1.3	D: -1.8	E: 1.1	F: 1.3	G: 82.4*	H: -7.3	I: 1	J: -161.7
12. CCOC(=O)C1=C(C)N(C)C(C)=C(C(=O)OCC)C1c1ccsc1
  A: 6.4	B: 0.9	C: 1	D: -13.8	E: 1	F: 0.9	G: 2.4	H: 3.3	I: 1.1	J: -0.5
13. COc1ccccc1S(=O)(=O)Nc1ccc(-c2nnc3n2CCCCC3)cc1
  A: -2.7	B: 1	C: 1.1	D: 5.6	E: 1.1	F: 1	G: -4.9	H: -11.1	I: 0.9	J: -7.3
14. O=C(CNCCO)N1CCc2ccccc21
  A: 1.6	B: 1	C: 1	D: -0.3	E: 1.1	F: 1	G: -2.1	H: -8.2	I: 1	J: 6.6
15. CCc1ccccc1Nc1nc(N)nc(CSc2nnc3ccccn23)n1
  A: -5.8	B: 1.1	C: 1.1	D: -12.7	E: 1	F: 1.1	G: -1.0	H: -1.2	I: 1.1	J: -2.9
16. Cc1ccc2c(c1)N(C(=O)CCC(=O)O)CCO2
  A: -0.9	B: 1	C: 1	D: 0.7	E: 0.9	F: 1	G: -2.7	H: 7.3	I: 1	J: -10.7
17. COC(=O)C1=C(C)Nc2nnnn2C1c1ccco1 (centres undefined)
  A: -2.3	B: 1	C: 0.8	D: 10.3	E: 0.8	F: 0.8	G: -4.9	H: 16.8	I: 0.9	J: -12.4
18. Nc1ccc(C(=O)N(CCO)CCO)cc1
  A: -6.8	B: 1.1	C: 1	D: -14.4	E: 1	F: 0.9	G: -1.6	H: 0.2	I: 1.1	J: -7.2
19. CCOc1ccc(-c2cc(C(=O)NCC3CCCO3)c3ccccc3n2)cc1 (centres undefined)
  A: -3.2	B: 1	C: 1	D: -0.7	E: 0.9	F: 0.9	G: 40.9	H: 14.7	I: 1	J: -3.6
20. CN1CCN(c2ccc(Cl)cc2NC(=O)c2ccc(S(=O)(=O)N3CCCCCC3)cc2)CC1
  A: -2.3	B: 1	C: 0.8	D: 3.8	E: 0.8	F: 0.8	G: 88.0*	H: 23.9	I: 1	J: -0.1
21. CN(C)S(=O)(=O)c1ccc(C(=O)OCC(=O)NCc2ccccc2)cc1
  A: -1.9	B: 1	C: 0.9	D: 13.3	E: 0.8	F: 1	G: -3.1	H: 18.1	I: 0.9	J: -3.6
22. CCn1cc2c(c1-c1cccc(C)c1)c(=O)n(C)c(=O)n2C
  A: -5.1	B: 1.1	C: 1.5	D: 7.2	E: 0.7	F: 2.1*	G: -12.5	H: 27.2	I: 0.9	J: -11.2
23. COc1ccccc1NC(=O)Cn1nnc(-c2ccccc2NC(=O)c2cc3ccccc3oc2=O)n1
  A: -4.4	B: 1	C: 1.1	D: 9.2	E: 1	F: 1	G: 100.5*	H: 4.9	I: 0.9	J: -1.0
24. CN(Cc1ccccc1)c1nc(N)c([N+](=O)[O-])c(NCc2ccccc2)n1
  A: -2.6	B: 1	C: 0.8	D: 22.1	E: 0.8	F: 0.9	G: 9.4	H: 24.3	I: 0.8	J: -7.6
25. COc1cc(NC(=O)Cc2nn(C)c(=O)c3ccccc23)cc(OC)c1
  A: -4.4	B: 1	C: 0.9	D: 6.9	E: 0.8	F: 0.9	G: 25.9	H: 19.8	I: 0.9	J: -12.0
26. CCN(CC)S(=O)(=O)c1ccc(NC(=S)NC(=O)CC(C)C)cc1
  A: -4.1	B: 1	C: 1	D: 5.1	E: 0.8	F: 1	G: 1.1	H: 19.3	I: 0.9	J: -2.7
27. O=C(NN1CCCCC1)c1cnn2c(C(F)F)cc(-c3ccccc3)nc12
  A: -1.8	B: 1	C: 1	D: 1.9	E: 0.9	F: 1	G: 4.4	H: 10.0	I: 1	J: -6.6
28. CC(C)(C)c1ccc(OCC(=O)N(c2ccccn2)C2CCCCC2)cc1
  A: -2.8	B: 1	C: 0.9	D: -1.1	E: 0.9	F: 1	G: 38.5	H: 7.4	I: 1	J: -11.4
29. Cc1cnc(C(=O)Nc2ccccc2F)cn1
  A: -2.0	B: 1	C: 0.8	D: 10.5	E: 0.9	F: 0.9	G: -3.7	H: 11.6	I: 0.9	J: -4.9
30. COc1ccc(S(=O)(=O)N(Cc2cccs2)C2CCCC2)cc1
  A: -4.6	B: 1	C: 0.9	D: 37.2	E: 1	F: 1	G: 13.9	H: -4.1	I: 0.6	J: -10.6
31. COc1ccc(CN2CCSCC2)cc1O
  A: -4.0	B: 1	C: 1	D: 15.5	E: 0.9	F: 1	G: 1.6	H: 13.9	I: 0.8	J: -9.0
32. Cc1ccc(S(=O)(=O)NC(=O)NCc2ccc(Cl)cc2)cc1
  A: -3.5	B: 1	C: 1	D: 9.7	E: 1	F: 1.1	G: -7.1	H: 3.0	I: 0.9	J: -16.6
33. O=C(CSc1nnc(CNc2ccc(F)cc2)n1Cc1ccccc1)NCc1ccccc1
  A: -2.9	B: 1	C: 1	D: 4.3	E: 0.8	F: 1	G: 0.1	H: 15.5	I: 1	J: -13.6
34. O=C(O)C1CCCCC1C(=O)Nc1ccccc1F (centres undefined)
  A: -4.5	B: 1	C: 0.9	D: -3.0	E: 0.9	F: 0.9	G: -4.0	H: 9.9	I: 1	J: -10.6
35. NC(=O)NC(=O)CSc1cccc(C(F)(F)F)c1
  A: -4.2	B: 1	C: 1	D: 8.3	E: 0.8	F: 1	G: -6.7	H: 16.2	I: 0.9	J: -10.0
36. CN(C)C(=O)CCC(=O)N1CCCC(C(=O)c2ccc3c4c(cccc24)CC3)C1 (centres undefined)
  A: -6.3	B: 1.1	C: 0.9	D: 6.6	E: 0.8	F: 0.9	G: 6.3	H: 22.7	I: 0.9	J: -7.5
37. N#Cc1ccc(OCC(=O)N/N=C(\CCC(=O)O)c2cccs2)cc1
  A: -2.7	B: 1	C: 1.1	D: -13.5	E: 1	F: 1	G: -5.0	H: 4.9	I: 1.1	J: -9.2
38. CC12CCC(=O)N1C(C(=O)OCC(=O)Nc1ccc(Cl)c(Cl)c1)CS2 (centres undefined)
  A: -1.8	B: 1	C: 0.9	D: -3.5	E: 0.9	F: 0.9	G: -4.3	H: 13.9	I: 1	J: -8.9
39. Cc1ccc(Sc2nc(-c3ccccc3)ccc2C#N)cc1
  A: -5.9	B: 1.1	C: 1	D: 6.4	E: 0.9	F: 1	G: -10.3	H: 8.1	I: 0.9	J: -14.2
40. CC(=O)N(C)c1ccc(OCC(O)Cn2c3ccc(Cl)cc3c3cc(Cl)ccc32)cc1 (centres undefined)
  A: -1.9	B: 1	C: 0.8	D: 2.1	E: 0.7	F: 0.7	G: 35.1	H: 32.4	I: 1	J: -11.6
41. c1ccc(CCNc2ncnc3sccc23)nc1
  A: 0.5	B: 1	C: 1.1	D: -11.0	E: 0.9	F: 1	G: 6.7	H: 5.0	I: 1.1	J: 1.1
42. CCc1ccccc1N(CC(=O)OC)S(C)(=O)=O
  A: -0.6	B: 1	C: 0.9	D: 6.2	E: 0.9	F: 0.9	G: -5.6	H: 9.1	I: 0.9	J: -9.5

By substructure: the entries above containing an aryl methoxy group
Key to letters: A = TNAP inh hiacc; B = TNAP act hi DEA; C = PMI act; D = bIAP inhibitor; E = Diaph act CS; F = PMI act hi M6P; G = Lmaj promast; H = Diaphorase inh; I = bIAP activator; J = TNAP inh noacc
11. COc1cccc(-c2nnc(NC(=O)c3ccc4ncsc4c3)o2)c1
  A: -5.7	B: 1.1	C: 1.3	D: -1.8	E: 1.1	F: 1.3	G: 82.4*	H: -7.3	I: 1	J: -161.7
13. COc1ccccc1S(=O)(=O)Nc1ccc(-c2nnc3n2CCCCC3)cc1
  A: -2.7	B: 1	C: 1.1	D: 5.6	E: 1.1	F: 1	G: -4.9	H: -11.1	I: 0.9	J: -7.3
23. COc1ccccc1NC(=O)Cn1nnc(-c2ccccc2NC(=O)c2cc3ccccc3oc2=O)n1
  A: -4.4	B: 1	C: 1.1	D: 9.2	E: 1	F: 1	G: 100.5*	H: 4.9	I: 0.9	J: -1.0
25. COc1cc(NC(=O)Cc2nn(C)c(=O)c3ccccc23)cc(OC)c1
  A: -4.4	B: 1	C: 0.9	D: 6.9	E: 0.8	F: 0.9	G: 25.9	H: 19.8	I: 0.9	J: -12.0
30. COc1ccc(S(=O)(=O)N(Cc2cccs2)C2CCCC2)cc1
  A: -4.6	B: 1	C: 0.9	D: 37.2	E: 1	F: 1	G: 13.9	H: -4.1	I: 0.6	J: -10.6
31. COc1ccc(CN2CCSCC2)cc1O
  A: -4.0	B: 1	C: 1	D: 15.5	E: 0.9	F: 1	G: 1.6	H: 13.9	I: 0.8	J: -9.0

From PubChem BioAssay
